Mcl1-Noxa inh: Mcl-1/Noxa interaction inhibition; inhibition, % at 21.7 µM; AID 1022; Q07820; TR-FRET Mcl-1/Noxa peptide binding, 2 h; 220,000 compounds, 1.5% hits;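 active = compounds that cut the protein-peptide binding signal by more than 50% relative to plate controls in a single-dose test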;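 also: His-tagged Mcl-1 with rhodamine Noxa BH3 peptide and terbium anti-His antibody; 0% = Mcl-1 plus Noxa peptide wells and 100% = peptide-only wells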
Target sequence (Q07820 whole entry, looked up): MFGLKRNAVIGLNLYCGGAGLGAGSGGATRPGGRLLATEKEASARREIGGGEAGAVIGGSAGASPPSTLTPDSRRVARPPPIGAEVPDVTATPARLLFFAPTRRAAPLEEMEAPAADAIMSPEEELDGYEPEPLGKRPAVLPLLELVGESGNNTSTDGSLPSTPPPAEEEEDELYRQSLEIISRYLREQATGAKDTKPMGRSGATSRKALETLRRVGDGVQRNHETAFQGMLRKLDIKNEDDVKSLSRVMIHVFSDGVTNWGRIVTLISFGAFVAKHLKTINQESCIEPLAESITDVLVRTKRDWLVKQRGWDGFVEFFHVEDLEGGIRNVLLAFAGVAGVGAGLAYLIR
Bim-Bcl-W: disrupts Bim peptide binding to human Bcl-W; Q92843; bead-based flow cytometry; inhibition, % at 10 µM; 190,000 compounds, 0.02% hits; AID 952;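 also: 0% = bound tracer without compound and 100% = peptide blocker; higher means less fluorescent Bim peptide bound to Bcl-W beads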
Target sequence (Q92843 whole entry, looked up): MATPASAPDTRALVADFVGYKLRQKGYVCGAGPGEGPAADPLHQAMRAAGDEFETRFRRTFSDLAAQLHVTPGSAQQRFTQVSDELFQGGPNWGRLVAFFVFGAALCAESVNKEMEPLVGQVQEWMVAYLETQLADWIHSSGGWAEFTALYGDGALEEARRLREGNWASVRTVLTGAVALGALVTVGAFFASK
Mcl1-Bid inh: Mcl-1/Bid interaction inhibition; Q07820; TR-FRET Mcl-1/Bid-Dy647 peptide binding, 1536-well; inhibition, % at 21.7 µM; 220,000 compounds, 0.97% hits; AID 1021;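 active = compounds that cut the binding signal by more than half at the single screening dose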;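 also: His-tagged Mcl-1 with europium anti-His antibody binding Bid BH3 peptide; 0% = Mcl-1 plus peptide wells and 100% = peptide-only wells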
Bfl-1 Bim block: inhibitors of Bim-Bfl-1 interaction, human | Q16548 | 190,000 compounds, 0.12% hits | inhibition, % at 10 µM | Bead-based flow cytometry, Bim-Bfl-1 binding inhibition;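 also: 0% = wells without compound plus tracer and 100% = blocker peptide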
RGS4-Gao reg: human RGS4-Galphao interaction regulation; 220,000 compounds, 0.33% hits; Multiplexed bead flow cytometry, RGS4-Galphao binding; actives lie on both sides; P09471; binding response (% of control), % at 10 µM; in the data active = binding response below about 49% or above about 150%; inactive = in between;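 also: fluorescent Galphao activated with aluminum fluoride binding bead-coupled RGS4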
Bim-Bcl-B: disrupts Bim peptide binding to human Bcl-B. Q9HD36. 190,000 compounds, 0.073% hits. AID 951. bead-based flow cytometry. inhibition, % at 10 µM;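 also: 0% = tracer peptide without compound and 100% = reference inhibitor peptide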
RGS7-Gao reg: regulators of human RGS7-Galphao interaction; Multiplexed bead flow cytometry, RGS7-Galphao binding; actives lie on both sides; binding response (% of control), % at 10 µM; 220,000 compounds, 0.35% hits; AID 1439; in the data active = binding response below about 49% or above about 150%; inconclusive = no clear call, values can overlap the other calls; inactive = in between;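 also: fluorescent Galphao held in activated GDP-AlF4 state binding bead-coupled RGS7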
Bcl-2 Bim block: disrupts Bim peptide binding to human Bcl-2; AID 950; Bead-based flow cytometry, Bim peptide-Bcl-2 binding; 190,000 compounds, 0.06% hits; inhibition, % at 10 µM; P10415; in the data active = inhibition above about 40%; inconclusive = no clear call, values can overlap the other calls;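 also: 0% = no compound wells with probe peptide and 100% = reference peptide inhibitor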
Target sequence (P10415 whole entry, looked up): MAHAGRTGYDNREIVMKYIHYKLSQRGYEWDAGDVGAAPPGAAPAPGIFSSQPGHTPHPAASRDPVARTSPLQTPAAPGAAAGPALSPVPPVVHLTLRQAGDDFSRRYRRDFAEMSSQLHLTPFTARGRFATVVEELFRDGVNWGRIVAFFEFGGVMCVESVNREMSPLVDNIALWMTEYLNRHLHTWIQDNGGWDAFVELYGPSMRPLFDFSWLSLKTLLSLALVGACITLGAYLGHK
Bcl-XL Bim block: human Bim-Bcl-XL interaction inhibition; Q07817; Bim peptide-Bcl-XL binding, bead flow cytometry, fluorescence; inhibition, % at 10 µM; 190,000 compounds, 0.04% hits; AID 1007
Target sequence (Q07817 whole entry, looked up): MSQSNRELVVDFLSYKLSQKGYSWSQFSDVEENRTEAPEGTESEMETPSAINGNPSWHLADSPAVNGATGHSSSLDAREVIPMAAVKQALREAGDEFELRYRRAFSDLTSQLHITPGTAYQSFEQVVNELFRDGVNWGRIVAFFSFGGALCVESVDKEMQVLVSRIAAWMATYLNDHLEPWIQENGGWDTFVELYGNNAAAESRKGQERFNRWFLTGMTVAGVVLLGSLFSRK
Bim-Mcl-1: human Bim-Mcl-1 interaction inhibition; Q07820; Bead-based flow cytometry, Bim peptide-Mcl-1 binding; inhibition, % at 10 µM; 190,000 compounds, 0.1% hits; AID 1009;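 also: 0% = no compound tracer wells and 100% = peptide blocker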
RGS8-Gao: regulators of human RGS8-Galphao interaction | multiplexed bead flow cytometry, RGS8-Galphao binding; actives lie on both sides | response (percent of control binding), % at 10 µM | 220,000 compounds, 0.34% hits; in the data active = response below about 60% or above about 140%; inactive = in between;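 also: Galphao activated as the GDP aluminium fluoride complex binding bead-coupled RGS8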
* marks the source's active call; other numbers are inactive results; & = joins results of further samples. Rule as the data show it, unless noted: active = inhibition above about 40%.

What do the screens show for `O=C(CCCn1c(SCc2cccc([N+](=O)[O-])c2)nc2ccccc2c1=O)NCC1CCCO1` (configuration not stated)?
Mcl1-Noxa inh: 20; Bim-Bcl-W: 0; Mcl1-Bid inh: -4; Bfl-1 Bim block: 7; RGS4-Gao reg: 84; Bim-Bcl-B: 4; RGS7-Gao reg: 81; Bcl-2 Bim block: 2; Bcl-XL Bim block: 3; Bim-Mcl-1: -1; RGS8-Gao: 76

Results for O=S(=O)(c1cccc(C(F)(F)F)c1)N(CCCN1CCOCC1)Cc1cccs1 ?
Mcl1-Noxa inh: 27&18; Bim-Bcl-W: 0&0; Mcl1-Bid inh: 32&-5; Bfl-1 Bim block: -14&-7; RGS4-Gao reg: 101&99; Bim-Bcl-B: -7&0; RGS7-Gao reg: inconclusive; Bcl-2 Bim block: -12&0; Bcl-XL Bim block: -4&-4; Bim-Mcl-1: -4&0; RGS8-Gao: 100&100

What do the screens show for `Cc1cc(=O)oc2cc(OCC(=O)Nc3nnc(C(C)C)s3)ccc12`?
Mcl1-Noxa inh: 17; Bim-Bcl-W: 2; Mcl1-Bid inh: -60; Bfl-1 Bim block: -4; RGS4-Gao reg: 103; Bim-Bcl-B: -3; RGS7-Gao reg: 98; Bcl-2 Bim block: -2; Bcl-XL Bim block: -3; Bim-Mcl-1: 3; RGS8-Gao: 101

How did CN(Cc1ccc(Cl)s1)C(=O)CCl do in these assays?
Mcl1-Noxa inh: 16; Bim-Bcl-W: -5; Mcl1-Bid inh: -22; Bfl-1 Bim block: -5; RGS4-Gao reg: 89; Bim-Bcl-B: -2; RGS7-Gao reg: inconclusive; Bcl-2 Bim block: 0; Bcl-XL Bim block: -3; Bim-Mcl-1: -1; RGS8-Gao: 95

How did CC(CCc1ccccc1)NS(=O)(=O)c1ccccc1 (configuration not stated) do in these assays?
Mcl1-Noxa inh: 44; Bim-Bcl-W: -2; Mcl1-Bid inh: -47; Bfl-1 Bim block: -17; RGS4-Gao reg: 105; Bim-Bcl-B: -10; RGS7-Gao reg: 105; Bcl-2 Bim block: -10; Bcl-XL Bim block: -10; Bim-Mcl-1: -3; RGS8-Gao: 103

What do the screens show for `CC(Nc1cccnc1)=C(C#N)C#N`?
Mcl1-Noxa inh: -16; Bim-Bcl-W: -1; Mcl1-Bid inh: 2; Bfl-1 Bim block: -4; RGS4-Gao reg: 87; Bim-Bcl-B: -1; RGS7-Gao reg: 86; Bcl-2 Bim block: -4; Bcl-XL Bim block: 0; Bim-Mcl-1: 1; RGS8-Gao: 92

What do the screens show for `N#Cc1ccc(C(=O)CSc2n[nH]c(=O)n2Cc2ccco2)cc1`?
Mcl1-Noxa inh: 1; Mcl1-Bid inh: -18; RGS4-Gao reg: 101; RGS7-Gao reg: inconclusive; RGS8-Gao: 100

Results for Cc1ccc(NC(=O)CCn2cccc2)cc1Cl ?
Mcl1-Noxa inh: -5; Bim-Bcl-W: 7; Mcl1-Bid inh: -41; Bfl-1 Bim block: -7; RGS4-Gao reg: 100; Bim-Bcl-B: -2; RGS7-Gao reg: 105; Bcl-2 Bim block: -5; Bcl-XL Bim block: -3; Bim-Mcl-1: 1; RGS8-Gao: 100

How did CCCC1=NN(c2ccc([N+](=O)[O-])cc2)C(=O)/C1=C/N(C)C do in these assays?
Mcl1-Noxa inh: 2; Bim-Bcl-W: -7; Mcl1-Bid inh: -23; Bfl-1 Bim block: -3; RGS4-Gao reg: 98; Bim-Bcl-B: -1; RGS7-Gao reg: 101; Bcl-2 Bim block: -4; Bcl-XL Bim block: -8; Bim-Mcl-1: -2; RGS8-Gao: 103

What do the screens show for `NC(=NCCc1c[nH]c2ccccc12)NC(=O)c1ccc(F)cc1`?
Mcl1-Noxa inh: -10; Mcl1-Bid inh: -121; RGS4-Gao reg: 98; RGS7-Gao reg: inconclusive; RGS8-Gao: 98

What do the screens show for `Oc1ccc(Cl)cc1CNn1cnnc1`?
Mcl1-Noxa inh: 1; Bim-Bcl-W: -1; Mcl1-Bid inh: -4; Bfl-1 Bim block: -6; RGS4-Gao reg: 102; Bim-Bcl-B: -6; RGS7-Gao reg: 104; Bcl-2 Bim block: -5; Bcl-XL Bim block: -3; Bim-Mcl-1: -3; RGS8-Gao: 101

Results for Cc1cccc(CSC2=NN3CCCC(=O)N=C3S2)c1 ?
Mcl1-Noxa inh: 3; Bim-Bcl-W: -5; Mcl1-Bid inh: 4; Bfl-1 Bim block: -4; RGS4-Gao reg: 101; Bim-Bcl-B: -6; RGS7-Gao reg: 96; Bcl-2 Bim block: 0; Bcl-XL Bim block: -6; Bim-Mcl-1: -4; RGS8-Gao: 95

What do the screens show for `CC(=O)NC1(C(F)(F)F)C(=O)Nc2c1c(=O)[nH]c(=O)n2CC(C)C` (configuration not stated)?
Mcl1-Noxa inh: 0; Bim-Bcl-W: -1; Mcl1-Bid inh: -12; Bfl-1 Bim block: -3; RGS4-Gao reg: 103; Bim-Bcl-B: 0; RGS7-Gao reg: 106; Bcl-2 Bim block: 3; Bcl-XL Bim block: -1; Bim-Mcl-1: 2; RGS8-Gao: 100

How did COc1cccc(OCC(O)CN2CCN(c3ccc(Cl)cc3)CC2)c1 (configuration not stated) do in these assays?
Mcl1-Noxa inh: 11; Mcl1-Bid inh: -108; RGS4-Gao reg: 100; RGS7-Gao reg: inconclusive; RGS8-Gao: 102

Results for CN(CC(=O)Nc1ccc(Cl)cc1)CC(=O)Nc1ccc(F)c(F)c1F ?
Mcl1-Noxa inh: 9; Bim-Bcl-W: -4; Mcl1-Bid inh: 6; Bfl-1 Bim block: -11; RGS4-Gao reg: 98; Bim-Bcl-B: -8; RGS7-Gao reg: 97; Bcl-2 Bim block: -9; Bcl-XL Bim block: -5; Bim-Mcl-1: -2; RGS8-Gao: 102

Results for Cn1nnnc1SCc1cn2cccnc2n1 ?
Mcl1-Noxa inh: 12; Bim-Bcl-W: -3; Mcl1-Bid inh: -9; Bfl-1 Bim block: -1; RGS4-Gao reg: 102; Bim-Bcl-B: 0; RGS7-Gao reg: 100; Bcl-2 Bim block: -2; Bcl-XL Bim block: 0; Bim-Mcl-1: 0; RGS8-Gao: 102

How did O=C1CC(SCc2nc3ccccc3[nH]2)C(=O)N1c1ccc(F)c(Cl)c1 (configuration not stated) do in these assays?
Mcl1-Noxa inh: 13; Bim-Bcl-W: 3; Mcl1-Bid inh: -15; Bfl-1 Bim block: -15; RGS4-Gao reg: 101; Bim-Bcl-B: -8; RGS7-Gao reg: 99; Bcl-2 Bim block: -7; Bcl-XL Bim block: -7; Bim-Mcl-1: -1; RGS8-Gao: 99

How did Cc1ccc(NC(=O)COc2ccccc2C=O)cc1Cl do in these assays?
Mcl1-Noxa inh: -1; Bim-Bcl-W: -3; Mcl1-Bid inh: -17; Bfl-1 Bim block: -4; RGS4-Gao reg: 99; Bim-Bcl-B: -2; RGS7-Gao reg: 103; Bcl-2 Bim block: -4; Bcl-XL Bim block: -3; Bim-Mcl-1: 0; RGS8-Gao: 102

Results for CCN(Cc1ccncc1)Cc1cn[nH]c1-c1cc(OC)c(OC)c(OC)c1 ?
Mcl1-Noxa inh: 13; Bim-Bcl-W: -5; Mcl1-Bid inh: -31; Bfl-1 Bim block: -8; RGS4-Gao reg: 104; Bim-Bcl-B: -5; RGS7-Gao reg: 101; Bcl-2 Bim block: 0; Bcl-XL Bim block: -2; Bim-Mcl-1: -1; RGS8-Gao: 98

How did COC(=O)c1c(C)oc2ccc(OC(=O)c3cccs3)cc12 do in these assays?
Mcl1-Noxa inh: 5; Bim-Bcl-W: 0; Mcl1-Bid inh: 0; Bfl-1 Bim block: -17; RGS4-Gao reg: 96; Bim-Bcl-B: -5; RGS7-Gao reg: 97; Bcl-2 Bim block: -5; Bcl-XL Bim block: -6; Bim-Mcl-1: 0; RGS8-Gao: 93

Reprinted at random: three entries already listed, in no set order.
What do the screens show for `NC(=NCCc1c[nH]c2ccccc12)NC(=O)c1ccc(F)cc1`?
Mcl1-Noxa inh: -10; Mcl1-Bid inh: -121; RGS4-Gao reg: 98; RGS7-Gao reg: inconclusive; RGS8-Gao: 98

Results for CCN(Cc1ccncc1)Cc1cn[nH]c1-c1cc(OC)c(OC)c(OC)c1 ?
Mcl1-Noxa inh: 13; Bim-Bcl-W: -5; Mcl1-Bid inh: -31; Bfl-1 Bim block: -8; RGS4-Gao reg: 104; Bim-Bcl-B: -5; RGS7-Gao reg: 101; Bcl-2 Bim block: 0; Bcl-XL Bim block: -2; Bim-Mcl-1: -1; RGS8-Gao: 98

What do the screens show for `CC(=O)NC1(C(F)(F)F)C(=O)Nc2c1c(=O)[nH]c(=O)n2CC(C)C` (configuration not stated)?
Mcl1-Noxa inh: 0; Bim-Bcl-W: -1; Mcl1-Bid inh: -12; Bfl-1 Bim block: -3; RGS4-Gao reg: 103; Bim-Bcl-B: 0; RGS7-Gao reg: 106; Bcl-2 Bim block: 3; Bcl-XL Bim block: -1; Bim-Mcl-1: 2; RGS8-Gao: 100

Additional entries:
What do the screens show for `COc1cc(NC(=S)Nc2ccc(N(C)C(C)=O)cc2)cc(OC)c1`?
Mcl1-Noxa inh: 10; Bim-Bcl-W: 0; Mcl1-Bid inh: -36; Bfl-1 Bim block: -4; RGS4-Gao reg: 104; Bim-Bcl-B: -3; RGS7-Gao reg: 120; Bcl-2 Bim block: -1; Bcl-XL Bim block: -4; Bim-Mcl-1: 0; RGS8-Gao: 103

What do the screens show for `O=C(OCc1nnc(-c2ccc(Br)cc2)o1)c1cncc(Br)c1`?
Mcl1-Noxa inh: 8; Bim-Bcl-W: 0; Mcl1-Bid inh: -3; Bfl-1 Bim block: -5; RGS4-Gao reg: 99; Bim-Bcl-B: -3; RGS7-Gao reg: 99; Bcl-2 Bim block: 0; Bcl-XL Bim block: -1; Bim-Mcl-1: -1; RGS8-Gao: 98

Results for COC(=O)CSc1nsc(SCC(=O)OC)c1C#N ?
Mcl1-Noxa inh: 6; Bim-Bcl-W: -1; Mcl1-Bid inh: -3; Bfl-1 Bim block: 0; RGS4-Gao reg: 102; Bim-Bcl-B: -1; RGS7-Gao reg: 109; Bcl-2 Bim block: 0; Bcl-XL Bim block: 0; Bim-Mcl-1: -1; RGS8-Gao: 101

What do the screens show for `Nc1cc(N)nc(SCC(=O)N2CCN(C(=O)c3ccco3)CC2)n1`?
Mcl1-Noxa inh: -2; Bim-Bcl-W: 2; Mcl1-Bid inh: -41; Bfl-1 Bim block: -9; RGS4-Gao reg: 91; Bim-Bcl-B: -8; RGS7-Gao reg: 95; Bcl-2 Bim block: -6; Bcl-XL Bim block: 0; Bim-Mcl-1: 0; RGS8-Gao: 96

What do the screens show for `CCOC(=O)c1[nH]c(C)c(C(=O)OCC(=O)N(C)C2CCS(=O)(=O)C2)c1C` (configuration not stated)?
Mcl1-Noxa inh: 3; Bim-Bcl-W: -2; Mcl1-Bid inh: -15; Bfl-1 Bim block: -5; RGS4-Gao reg: 100; Bim-Bcl-B: -7; RGS7-Gao reg: 97; Bcl-2 Bim block: -3; Bcl-XL Bim block: -5; Bim-Mcl-1: -4; RGS8-Gao: 100

Assay outcomes (PubChem)
